CHRM5 agonist: human M5 muscarinic receptor agonists, primary screen, CHO-K1 cells, Fluo-8 calcium fluorescence; Muscarinic acetylcholine receptor M5 (Homo sapiens), P08912; CHO-K1 hM5 cells; 0% DMSO wells, 100% maximal acetylcholine response; activation, % at 3 µM; 0.19% of 360,000 active; AID 624037, 2012;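 active = activation above the run's mean over test compounds plus 3 SD, cut at about 23% in these data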;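 also: signal is peak over basal fluorescence ratio across the kinetic read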
Target sequence (P08912 whole entry, looked up): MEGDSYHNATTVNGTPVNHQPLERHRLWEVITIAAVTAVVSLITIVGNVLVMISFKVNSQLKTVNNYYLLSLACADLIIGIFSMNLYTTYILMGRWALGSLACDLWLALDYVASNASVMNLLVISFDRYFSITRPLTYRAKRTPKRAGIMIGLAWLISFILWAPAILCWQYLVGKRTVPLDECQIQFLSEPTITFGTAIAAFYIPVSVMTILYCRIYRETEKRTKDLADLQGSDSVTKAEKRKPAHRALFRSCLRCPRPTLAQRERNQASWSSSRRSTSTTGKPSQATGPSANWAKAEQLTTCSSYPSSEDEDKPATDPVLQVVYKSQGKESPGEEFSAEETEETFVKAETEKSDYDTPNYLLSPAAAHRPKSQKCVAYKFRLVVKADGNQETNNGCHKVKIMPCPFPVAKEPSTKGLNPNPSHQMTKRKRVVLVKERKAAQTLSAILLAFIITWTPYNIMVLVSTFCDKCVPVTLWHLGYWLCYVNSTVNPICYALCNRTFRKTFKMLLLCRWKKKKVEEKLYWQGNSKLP
M1 ag parental: counter-screen for M1 agonists: effect in parental CHO-K1 cells | Fluo-8 calcium fluorescence; scaled to maximal ATP response, vehicle zero | activation, % at 3 µM | 0.48% of 360,000 active; in the data active = activation above about 15%;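 also: untransfected CHO-K1 host cells lacking M1 receptor as counterscreen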
M1 PAM parental: nonselective calcium activators in parental CHO-K1 cells, primary screen, counter-screen for M1 PAM project, cell-based, Fluo-8 calcium fluorescence, full deck, 1536-well | activation, % at 3 µM | AID 602247, 2012 | ATP EC20; 0% at ATP EC20, 100% at ATP max | 0.02% of 360,000 active;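 active = activation above the run cutoff, the mean activation of all test compounds plus 3 SD, cut at about 40% in these data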;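 also: peak over basal fluorescence ratio in a 140 s read after ATP addition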
CHRM4 PAM: human M4 muscarinic receptor positive allosteric modulators, primary screen, CHO-K1 cells, Fluo-8 calcium fluorescence | Muscarinic acetylcholine receptor M4 (Homo sapiens), P08173 | CHO-K1 hM4/Gqi5, ACh EC20; 0% = ACh EC20, 100% = maximal ACh | activation, % at 3 µM | 0.4% of 360,000 active | AID 624126, 2012;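 active = activation above its plate's cutoff, the mean activation of sample wells plus 3 SD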; also: some results filed as inactive read as strong as hits
Target sequence (P08173 whole entry, looked up): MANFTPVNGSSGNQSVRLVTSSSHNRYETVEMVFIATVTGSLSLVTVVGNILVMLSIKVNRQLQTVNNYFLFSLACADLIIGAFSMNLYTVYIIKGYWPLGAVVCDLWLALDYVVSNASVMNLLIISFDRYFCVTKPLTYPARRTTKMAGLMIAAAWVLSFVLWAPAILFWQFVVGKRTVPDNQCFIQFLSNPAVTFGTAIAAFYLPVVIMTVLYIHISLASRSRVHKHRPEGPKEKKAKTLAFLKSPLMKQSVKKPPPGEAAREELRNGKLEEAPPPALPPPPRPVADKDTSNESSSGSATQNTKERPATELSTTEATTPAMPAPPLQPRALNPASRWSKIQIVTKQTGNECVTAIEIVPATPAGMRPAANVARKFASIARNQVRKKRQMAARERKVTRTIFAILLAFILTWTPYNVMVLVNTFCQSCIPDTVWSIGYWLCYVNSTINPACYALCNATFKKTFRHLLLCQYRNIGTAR
M5 antag: human M5 muscarinic receptor antagonists, primary screen, CHO cells, Fluo-8 calcium fluorescence. Muscarinic acetylcholine receptor M5 (Homo sapiens), P08912. inhibition, % at 3 µM. 0.59% of 360,000 active. CHO-hM5 cells, ACh EC80. AID 624040, 2012;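 active = inhibition above a per-plate cutoff, the mean of that plate's test compounds plus 3 SD, cut at about 27% in these data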;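 also: 0% = acetylcholine EC80 with DMSO and 100% = DMSO without agonist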
CHO-K1 Ca antag: nonselective inhibitor or artifact in parental CHO-K1 cells; ATP-induced calcium, Fluo-8 fluorescence; inhibition, % at 3 µM; 0.6% of 360,000 active; AID 602250;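 active = inhibition above a per-plate cutoff, the plate's mean sample inhibition plus 3 SD, cut at about 24% in these data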;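 also: 0% = DMSO plus EC80 ATP and 100% = DMSO alone without ATP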
CHRM4 antagonist: human M4 muscarinic receptor antagonists, primary screen, CHO cells, Fluo-8 calcium fluorescence; inhibition, % at 3 µM; CHO-hM4 cells, ACh EC80; 0.73% of 360,000 active;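 active = inhibition above its plate's cutoff, the mean inhibition of sample wells plus 3 SD, cut at about 27% in these data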;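 also: 0% = acetylcholine EC80 with DMSO and 100% = DMSO without agonist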
M4 ag: human M4 muscarinic receptor agonists, primary screen, CHO-K1 cells, Fluo-8 calcium fluorescence; Muscarinic acetylcholine receptor M4 (Homo sapiens), P08173; CHO-K1 hM4/Gqi5; vehicle 0%, full acetylcholine response 100%; activation, % at 3 µM; 0.14% of 360,000 active;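 active = activation above the run mean over all test wells plus 3 SD, cut at about 32% in these data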;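 also: peak over basal fluorescence ratio per well then scaled between controls; 0% = DMSO wells and 100% = acetylcholine at EC100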
M5 PAM: human M5 muscarinic receptor positive allosteric modulators, primary screen, CHO-K1 cells, Fluo-8 calcium fluorescence; Muscarinic acetylcholine receptor M5 (Homo sapiens), P08912; CHO-K1 hM5, ACh EC20 PAM; 0% = ACh EC20, 100% = ACh EC100; activation, % at 3 µM; 0.3% of 360,000 active;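 active = activation above the run cutoff, the mean activation of all test compounds plus 3 SD, cut at about 18% in these data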
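system = human M5 receptor in CHO-K1 cells | reagent = EC20 acetylcholine as agonist stimulus | compound dosing = single-point, 3 µM nominal | incubation = Fluo-8 loading 80 min at 37 °C plus 30 min room temperature | detection = Fluo-8 calcium dye fluorescence, kinetic read | benchmarks = low control EC20 acetylcholine (0%), high control EC100 acetylcholine (100%)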
The depositor's hits bear a star; . = no result given. Not a hit list (roughly 2.7% active in at least one column).

no.	Molecule	CHRM5 agonist	M1 ag parental	M1 PAM parental	CHRM4 PAM	M5 antag	CHO-K1 Ca antag	CHRM4 antagonist	M4 ag	M5 PAM
1	O=[N+]([O-])c1ccc(CN2CC(N3CCC(c4ccccc4)CC3)CS2(=O)=O)cc1 (centres undefined)	5	4.8	14	-11	8	10	5	8	-11
2	O=C(Nc1cc(Cl)ccc1O)c1snnc1-c1ccccc1	1	9.6	7	-3	20	19	12	16	-14
3	O=C(C[C@H]1CC[C@@H]2[C@H](COC[C@H](O)CN2C(=O)c2cnccn2)O1)NCc1ccc(Cl)cc1	0	.	.	7	4	.	-10	1	0
4	CC(C)C(NC(=O)Cc1ccccc1)C(=O)N1CCN(c2cccc(Cl)c2)CC1 (centres undefined)	0	14	-11	-9	23	-6	6	17	-28
5	O=C(NN1CCOCC1)c1cc(-c2ccc(Cl)c(Cl)c2)nc2ccccc12	0	-0.2	5	-2	-8	2	-1	1	-4
6	CN(C)S(=O)(=O)Nc1ccccc1F	0	0.5	22	-1	5	-7	-7	1	2
7	CCCn1c(SCC(=O)Nc2cc(Cl)ccc2OC)nc(O)cc1=O	4	0.4	0	6	8	-7	-3	7	12
8	O=C(Nc1nnc(SCc2ccc(Cl)cc2)s1)C1CC(=O)N(Cc2ccccc2)C1 (centres undefined)	3	0.0	-8	8	-12	2	-5	0	10
9	COc1ccc(Cc2nnc(NC(=O)C3CCN(C(=O)c4ccco4)CC3)s2)cc1	3	1.9	12	-1	3	-6	2	3	6
10	CCN(CC)S(=O)(=O)c1ccc(S(=O)(=O)Nc2cc3c(cc2C(C)=O)OCO3)cc1	-3	1.6	14	-2	-3	-19	1	2	-4
11	CCOC(=O)C(=O)N(C)c1c(CC)nc2c(OCc3ccccc3)cccn12	0	0.0	-1	1	11	-3	3	0	-1
12	CCN(CC)S(=O)(=O)c1ccc2[nH]cc(C(=O)NCCN3CCCCC3C)c(=O)c2c1 (centres undefined)	-4	0.9	12	-2	-4	-18	-8	4	0
13	Cc1cc(C(=O)N/N=C/c2ccc(O)c(O)c2O)c(C)n1-c1ccccc1	-1	0.3	14	4	0	-15	-5	0	8
14	CC(C)C(=O)Nc1nc(-c2ccccc2)ns1	2	2.5	14	1	3	-4	4	2	-5
15	COc1ccc(NC(=O)CSc2n[nH]c(=O)n2C2CC2)cc1Cl	1	-0.3	-8	16	4	5	-4	0	1
16	CCn1cc(S(=O)(=O)Nc2cc(C(=O)OC)ccc2C)cn1	-3	0.4	8	-1	-3	-3	0	1	-1
17	CCOc1cc2c(C)cc(=O)oc2cc1Cl	1	0.0	9	12	-5	-16	-15	0	-4
18	Cc1nn(-c2ccccc2)c(C)c1/C=N\NS(=O)(=O)c1ccc(Cl)cc1	-6	-0.6	0	-2	-3	-2	2	-1	0
19	CCOc1ccc(NC(=O)c2ccccc2SC)cc1	-5	0.4	19	5	11	-9	-3	0	-11
20	Cc1ccc(S(=O)(=O)N2[C@@H](CO)CO[C@H]2CC(=O)c2cccs2)cc1	13	.	.	9	-12	.	-14	9	-5
21	C/C(=N\NC(=O)OC(C)(C)C)c1cccc([N+](=O)[O-])c1	-2	14	17	-3	-6	1	4	1	1
22	CCNC(=O)NC(=O)CSc1nnc(-c2c[nH]c3ccccc23)o1	-1	0.9	12	-3	4	-13	-13	2	-2
23	COc1ccc(CC(=O)Nc2cc(C)c3c(=O)oc4ccccc4c3n2)cc1	1	0.6	18	9	2	-6	-8	1	3
24	Cc1cc(C)cc(NC(=S)N2CCN(S(=O)(=O)c3ccccc3)CC2)c1	-5	1.3	6	-4	-2	-9	3	0	3
25	O=[N+]([O-])c1cc2c(cc1CN1CCN(c3ccc(F)cc3)CC1)OCO2	-5	0.1	3	-2	-1	-2	-10	0	-4
26	CC(C)c1cccc(-c2csc(C(C)(O)c3ccc(F)c(F)c3)n2)c1 (centres undefined)	0	-0.1	-13	-4	7	5	0	-1	-7
27	Cc1ccc(C(=O)NCCc2nnc3ccc(SCC(=O)Nc4ccc(C)cc4C)nn23)cc1	-2	0.5	17	9	-3	-11	-11	1	1
28	CC(O)C(NC=C1C(=O)OC(C)(C)OC1=O)C(=O)O (centres undefined)	-1	-0.5	-13	17	11	6	5	1	15
29	Cc1ccc([C@H]2C[C@H](O)[C@@H](n3cc(-c4ccc(F)cc4)nn3)CN2CC2CCCCC2)cc1	2	0.2	22	4	-2	-17	-15	1	5
30	O=C(NCc1ccccc1)C1C(=O)N(Cc2ccccc2)C(=O)C1C1(O)CCCC1 (centres undefined)	2	3.2	7	-12	9	8	-2	11	-18

Full records, looked up by structure. Order of values: CHRM5 agonist	M1 ag parental	M1 PAM parental	CHRM4 PAM	M5 antag	CHO-K1 Ca antag	CHRM4 antagonist	M4 ag	M5 PAM
Profile of O=C(C[C@H]1CC[C@@H]2[C@H](COC[C@H](O)CN2C(=O)c2cnccn2)O1)NCc1ccc(Cl)cc1 : 0	.	.	7	4	.	-10	1	0
Profile of C/C(=N\NC(=O)OC(C)(C)C)c1cccc([N+](=O)[O-])c1 : -2	14	17	-3	-6	1	4	1	1
Profile of CC(C)C(NC(=O)Cc1ccccc1)C(=O)N1CCN(c2cccc(Cl)c2)CC1 (centres undefined) : 0	14	-11	-9	23	-6	6	17	-28
Profile of CC(O)C(NC=C1C(=O)OC(C)(C)OC1=O)C(=O)O (centres undefined) : -1	-0.5	-13	17	11	6	5	1	15
Profile of O=[N+]([O-])c1ccc(CN2CC(N3CCC(c4ccccc4)CC3)CS2(=O)=O)cc1 (centres undefined) : 5	4.8	14	-11	8	10	5	8	-11

(next part)
no.	Molecule	CHRM5 agonist	M1 ag parental	M1 PAM parental	CHRM4 PAM	M5 antag	CHO-K1 Ca antag	CHRM4 antagonist	M4 ag	M5 PAM
31	CCN1C(=O)c2ccc(C(=O)O)cc2C1=O	1	0.7	20	3	-5	-12	-1	0	4
32	S=c1[nH]nc(-c2cccs2)n1/N=C/c1c(Cl)cccc1Cl	16	6.3	21	-4	4	-15	-13	1	-3
33	CC(C)CN(C#N)c1nc(N2CCOCC2)nc(N2CCOCC2)n1	0	0.1	11	7	-3	-16	-6	1	14
34	COc1ccc(-c2cn(-c3ccc(C)cc3C)c(=S)[nH]2)cc1OC	-3	0.6	0	-3	4	-4	8	2	1
35	CCOC(=O)C1CCN(CCCSc2ccccc2)CC1	-15	0.7	1	-4	2	0	-7	1	0
36	CCN(CC)C(=O)C1=C(C)N(CCCOC)C(=O)C(CC(=O)NCC2CCCCC2)C1 (centres undefined)	2	0.3	-14	4	3	10	-15	0	0
37	N#C/C(=C\Nc1ccc(Cl)cn1)S(=O)(=O)c1ccccn1	6	0.8	15	-2	-1	-13	-10	0	2
38	O=C1NC[C@H](c2ccccc2)N(CCC23CC4CC(CC(C4)C2)C3)C1=O	4	-0.8	14	5	10	9	3	-1	-2
39	Cc1ccc(N2C(=O)CC(NNc3nc4ccccc4s3)C2=O)cc1 (centres undefined)	1	17*	15	-7	-2	11	6	3	3
40	CC1SCC(NC(=O)c2ccccc2Cl)CS1 (centres undefined)	-6	1.3	12	0	11	-11	0	0	-11
41	O=C(Cn1nnc2c(cnn2-c2ccccc2)c1=O)N1CCN(c2ccccc2F)CC1	-6	0.1	8	11	-1	-11	-3	2	-3
42	COC(=O)c1c(NC(=O)c2nn(C)cc2Cl)sc2c1CCCC2	-2	0.3	13	20	0	0	4	0	2
43	O/N=C/c1ccccc1OCc1ccccc1F	-3	0.2	14	-1	-1	-1	-1	0	-1
44	COC(=O)[C@H](C)NC(=O)NCc1ccccc1	0	0.6	27	14	-1	-13	-6	0	5
45	Cc1cc(C(=O)CSc2ncn[nH]2)c(C)n1-c1cccc(S(=O)(=O)N2CCOCC2)c1	1	3.3	14	-1	-10	-7	-3	5	2
46	COc1ccc(OC)c(NC(=O)Nc2cc(NC(=O)Nc3cc(OC)ccc3OC)c(C)nc2C)c1	-1	0.1	6	10	-1	0	10	2	5
47	CS(=O)(=O)c1nc(S(=O)(=O)c2ccc(Cl)cc2)c(N2CCC(C(N)=O)CC2)s1	-5	1.2	22	3	11	-15	-1	1	3
48	O=[N+]([O-])c1nn(-c2ccc3c(c2)OCCO3)n(O)c1=NCCC1=CCCCC1	-1	0.7	9	13	0	-3	-9	2	0
49	COc1ccc(S(=O)(=O)N2CCN(CC(=O)Nc3ccc(C)c(F)c3)CC2)cc1	0	5.3	2	-6	11	-4	1	9	-9
50	CCC(=O)N1CCN(c2nc(CC)nc3sc4c(c23)CCCC4)CC1	-10	0.6	1	-4	15	1	7	2	2
51	O=C(NC1CCCCC1)N1CCCCCC1	-3	-0.5	0	1	2	-5	-2	-1	-3
52	O=C(NCc1ccc(F)cc1F)[C@@H]1CCCN1C(=O)[C@@H]1CCCN1C(=O)c1ccccc1	2	0.0	1	0	-2	-7	-4	0	-1
53	O=C(COc1ccc2ccc(=O)oc2c1)Nc1cccnc1	-5	2.5	18	-3	14	-9	11	1	-5
54	c1ccc(C2=NNC(=NCc3ccc4c(c3)OCO4)SC2)cc1	-3	0.2	4	8	0	3	-3	2	-6
55	CCc1ccc(NC(=O)c2ccc(F)c(S(=O)(=O)NCC3COc4ccccc4O3)c2)cc1 (centres undefined)	1	5.5	-6	-11	18	15	24	9	-14
56	CCN(CC(=O)Nc1ccccc1Br)C1CCCCC1	-1	0.4	13	-3	-3	-17	-5	-1	-5
57	Cc1ccc(NC(=O)c2csnn2)c(C)c1	-4	0.5	16	13	-2	-17	-2	1	3
58	COc1ccc(Nc2nc(-c3ccccc3)nc3ccccc23)cc1S(=O)(=O)N1CCOCC1	2	7.8	-4	-20	8	7	8	10	-13
